V1R ag counter – activates human V1a receptor in oxytocin agonist counter-screen; activation, % at 3 µM; CHO-V1R cells, Fluo-8 calcium fluorescence, agonist mode; 0% DMSO, 100% 3 nM vasopressin; hit rate 0.25% among 320,000; P37288;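 active = activation above the mean activation of all tested compounds plus 3 SD, per screening run, cut at about 20% in these data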;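 note: signal is peak over basal fluorescence ratio across a 100 second FLIPR read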
Target sequence (P37288 whole entry, looked up): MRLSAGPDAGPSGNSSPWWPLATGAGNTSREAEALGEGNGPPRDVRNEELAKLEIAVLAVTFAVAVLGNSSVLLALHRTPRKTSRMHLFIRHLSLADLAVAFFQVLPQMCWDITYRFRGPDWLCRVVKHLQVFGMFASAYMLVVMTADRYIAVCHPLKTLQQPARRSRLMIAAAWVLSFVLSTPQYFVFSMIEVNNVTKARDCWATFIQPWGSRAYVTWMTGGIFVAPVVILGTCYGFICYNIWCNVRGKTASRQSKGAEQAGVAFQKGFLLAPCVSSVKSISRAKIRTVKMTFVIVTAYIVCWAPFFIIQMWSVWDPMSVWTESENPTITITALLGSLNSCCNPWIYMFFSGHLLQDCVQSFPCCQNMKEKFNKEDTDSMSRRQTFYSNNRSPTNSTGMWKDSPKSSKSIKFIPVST
VIM-2 inhibitor – inhibitors of Pseudomonas aeruginosa VIM-2 metallo-beta-lactamase | inhibition, % at 5.6 µM | purified VIM-2, nitrocefin hydrolysis, epi-absorbance fluorescence | hit rate 0.89% among 290,000;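 active = inhibition above the mean of all tested compounds plus 3 SD, cutoff set per screening run, cut at about 7.5% in these data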;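 note: red hydrolysis product quenches plate fluorescence so inhibitors raise well fluorescence; 0% = enzyme with DMSO and 100% = DMSO without enzyme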
OXTR agonist – agonists of human oxytocin receptor; P30559; CHO-OTR cells, Fluo-8 calcium fluorescence; normalized: DMSO 0%, oxytocin 100%; activation, % at 3 µM; hit rate 0.32% among 320,000; AID 2435;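 active = activation above the mean of all tested compounds plus 3 SD, cutoff set per screening run, cut at about 20% in these data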;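 note: peak over basal fluorescence ratio from a 100 s FLIPR kinetic read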
GPR7 antagonist – human neuropeptides B/W receptor 1 antagonism. hit rate 1.1% among 290,000. GPR7-expressing cells, fluorescence antagonist assay. P48145. inhibition, % at 4.4 µM; in the data active = inhibition above about 16%, passing the limit was not always enough;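 note: cells stimulated with the agonist NPW; 0% = agonist with vehicle and 100% = vehicle without agonist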
IMP-1 inhibitor – inhibitors of Pseudomonas aeruginosa IMP-1 metallo-beta-lactamase | purified IMP-1, nitrocefin hydrolysis, epi-absorbance fluorescence | inhibition, % at 5.6 µM | hit rate 0.45% among 290,000;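 active = inhibition above the mean plus 3 SD of all compounds in the same screening run, cut at about 4.5% in these data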;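 note: 0% = IMP-1 with DMSO and 100% = DMSO wells lacking enzyme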
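System: purified recombinant IMP-1 beta-lactamase. Medium: Zinc- and detergent-supplemented HEPES buffer, pH 7.1. Compound: one 5.6 µM dose […]. Schedule: 15 min preincubation plus 25 min reaction at 25 °C. Technique: Epi-absorbance fluorescence, 480 nm excitation, 530 nm emission.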
PHOSPHO1 inh – inhibitors of human PHOSPHO1 phosphatase; AID 1565; inhibition, % at 13.3 µM; hit rate 1.1% among 290,000; recombinant PHOSPHO1, absorbance phosphatase assay; in the data active = inhibition above about 60%
Target sequence (Q8TCT1 whole entry, looked up): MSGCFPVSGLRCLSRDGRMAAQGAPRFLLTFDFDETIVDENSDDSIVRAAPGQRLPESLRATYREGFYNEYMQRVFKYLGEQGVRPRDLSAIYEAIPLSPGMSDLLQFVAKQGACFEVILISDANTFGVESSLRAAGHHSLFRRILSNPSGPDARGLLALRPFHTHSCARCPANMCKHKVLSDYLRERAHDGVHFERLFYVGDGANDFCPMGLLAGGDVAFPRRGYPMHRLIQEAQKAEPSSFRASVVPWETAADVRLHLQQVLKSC
HCV NS3 hel inh – HCV NS3 helicase inhibition | NS3 helicase DNA unwinding, Cy5 molecular beacon fluorescence | inhibition, % at 10.9 µM | AID 1800 | hit rate 0.56% among 290,000;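 active = inhibition above the mean of all tested compounds plus 3 SD, set per campaign, cut at about 35% in these data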;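 note: 0% = DMSO wells and 100% = thioflavine S control wells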
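assay system = NS3 helicase fragment of HCV | buffer or medium = MOPS pH 6.5, MgCl2, DTT, Tween20, BSA | timing = 60 min unwinding reaction at 25 °C after ATP addition | signal = Cy5 beacon fluorescence read at start and 1 h | read-out basis = % inhibition of unwinding | control set = low DMSO, high thioflavine S at 110 µM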
GalR3 antagonist – antagonists of human GalR3; O60755; HEK293 GalR3-CNG cAMP membrane potential fluorescence; galR3 body fused to GalR1 C-terminus; inhibition, % at 3 µM; hit rate 0.44% among 360,000;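 active = inhibition above the screen-wide average plus 3 SD, cut at about 13% in these data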;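 note: forskolin and galanin both at EC90 stimulate the cells; cAMP rise reported by CNG channel membrane potential dye signal; 0% = forskolin plus galanin with DMSO and 100% = forskolin alone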
Target sequence (O60755 1-299 limits assumed): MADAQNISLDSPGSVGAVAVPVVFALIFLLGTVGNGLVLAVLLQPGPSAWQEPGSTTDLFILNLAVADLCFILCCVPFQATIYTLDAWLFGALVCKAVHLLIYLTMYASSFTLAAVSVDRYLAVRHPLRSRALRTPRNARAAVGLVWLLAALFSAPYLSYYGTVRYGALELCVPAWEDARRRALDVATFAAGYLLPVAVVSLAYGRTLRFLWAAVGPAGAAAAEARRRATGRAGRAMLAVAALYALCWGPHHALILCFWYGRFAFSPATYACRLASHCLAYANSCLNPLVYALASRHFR
DNA FID counter – fluorescent intercalator displacement, NS3 helicase counter-screen | DNA fluorescent intercalator displacement, fluorescence | inhibition, % at 7.9 µM | hit rate 0.17% among 290,000 | AID 1845; in the data active = inhibition above about 37%;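 note: 0% = vehicle and 100% = reference compound; higher means more ethidium bromide displaced from hairpin DNA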
* = called active by the depositor; x = no result given. The order is random, and some 4.3% of all compounds hit somewhere here.

SMILES | GalR3 antagonist | PHOSPHO1 inh | DNA FID counter | IMP-1 inhibitor | OXTR agonist | HCV NS3 hel inh | V1R ag counter | VIM-2 inhibitor | GPR7 antagonist
COc1cc(C(=O)N/N=C(\Cc2ncc[nH]2)c2ccccc2)cc(OC)c1OC | 1 | -13 | -7 | -2.9 | -0.8 | -10 | 0.2 | -4.0 | 10
COc1ccc2c(C)cc(N3CCN(Cc4ccccc4)CC3)nc2c1 | -8 | 24 | -9 | -0.1 | -2.4 | -6 | -0.6 | 1.0 | -5
Cc1ccc(NS(=O)(=O)Cc2ccccc2)nc1 | -5 | 36 | 4 | -3.3 | -0.3 | 0 | 1.2 | -3.8 | -7
CCOc1ccc(CC2CC(=O)NC2=O)cc1 (stereo unspecified) | 0 | 19 | -2 | -2.0 | -1.1 | 7 | 0.0 | -3.2 | 0
O=C(NC1CCCCCCC1)c1ccccc1O | -6 | 18 | -1 | -1.9 | 1.1 | 1 | -1.8 | -1.7 | -1
CC(C)(C)NC(=O)CN(C(=O)CNS(=O)(=O)c1ccc(Cl)cc1)c1ccc2c(c1)OCCO2 | -1 | 35 | -39 | -4.3 | -0.5 | 23 | 0.0 | -5.1 | 5
CCN1C(=O)NC2=C(C(=O)c3ccccc32)C1c1ccccc1F (stereo unspecified) | -10 | 1 | -5 | -1.5 | -1.4 | -9 | -1.3 | 0.5 | -7
O=C(Cn1cnc2c(nnn2Cc2ccccc2)c1=O)NCC1CCCO1 (stereo unspecified) | x | 20 | -3 | 1.3 | 0.2 | 6 | 0.0 | 2.3 | 10
c1coc(-c2nc3ccccc3nc2-c2ccco2)c1 | -6 | 28 | -7 | 1.5 | -0.9 | 33 | -0.3 | -2.6 | -2
Cc1ccc2c(C(=O)CCl)c(C)[nH]c2c1 | -3 | -5 | -4 | -2.3 | 0.1 | 2 | 0.1 | -3.0 | -2
N/C(=N\OC(=O)COc1ccc(Br)cc1Cl)c1ccccn1 | -2 | 16 | -10 | -4.5 | -2.0 | -6 | 0.6 | -2.0 | -1
CC(=O)N1c2ccccc2NC(=O)C1(C)C | -3 | 12 | 0 | 0.4 | 0.1 | 6 | 1.4 | -1.9 | -6
Cc1ccc(C(=O)O)cc1N1C(=O)c2cccc3cc(Br)cc(c23)C1=O | 2 | 30 | -26 | -1.1 | 0.8 | 17 | -0.1 | -1.4 | -2
Cc1ccc2nc(-c3cccnc3)oc2c1 | -2 | -2 | 1 | -2.2 | -2.1 | 4 | -0.8 | -0.9 | -11
COc1ccc(CCNc2cc(-c3ccccc3)nc3ncnn23)cc1 | -3 | 41 | -28 | -1.6 | 1.4 | -16 | 4.6 | -3.1 | 3
NC(=NC(=O)c1ccc(OCC(F)(F)F)nc1)c1ccccc1 | -2 | 3 | -7 | -4.2 | -0.7 | 12 | 1.8 | -5.1 | -6
Cc1csc(-c2coc3cc(O)cc(C)c3c2=O)n1 | -11 | 7 | 3 | -1.9 | 4.0 | 2 | 1.9 | -1.9 | -12
CSc1ccc(CN2CCN(C(C)C)C(CCO)C2)cc1 (stereo unspecified) | 1 | 1 | 8 | -2.9 | 0.9 | 1 | -0.4 | -3.5 | -4
COc1ccc2nc(NC(=O)CSc3nc(SC)ns3)sc2c1 | -5 | -3 | 8 | 0.0 | -0.7 | 0 | 1.1 | -1.1 | 5
CCCC(=O)Nc1cc(OC)c(NC(=O)NC2CCCCC2)cc1OC | -2 | -7 | -6 | -1.0 | -0.4 | 11 | 0.2 | 0.4 | 8
CN(C(=O)CSc1nncn1-c1ccccc1)c1ccccc1 | -5 | 24 | -11 | -2.1 | 0.1 | 13 | 0.9 | -3.2 | -9
COc1ccc(C(=O)NCC(=O)N2CCC(C)CC2)cc1OC | -3 | 4 | 1 | -1.2 | -0.3 | -2 | 1.0 | -0.1 | 1
Cc1ccc(NC(=O)CC(C)CC2=NS(=O)(=O)c3ccccc3N2)cc1 (stereo unspecified) | 2 | 41 | -11 | -3.4 | -0.8 | -9 | -0.4 | -4.1 | -9
CC1CCC2(CC1)NC(=O)N(CC(=O)NC(=O)NC1CCCC1)C2=O (stereo unspecified) | -3 | -14 | -25 | -1.5 | 2.7 | 20 | 0.1 | 0.6 | -13
CC1CCC(NC(=O)c2cc(S(=O)(=O)N3CCCCC3)c[nH]2)CC1 (stereo unspecified) | 1 | 31 | -49 | -2.6 | 5.9 | -7 | 7.5 | -2.5 | -6
COc1ccc(Cl)cc1S(=O)(=O)Nc1ccncc1 | -3 | 39 | 0 | -1.2 | 2.2 | 5 | 1.0 | -0.4 | -8
COCCN(C(=S)Nc1c(C)cccc1C)C(C)c1cccs1 (stereo unspecified) | -7 | -3 | -11 | -3.1 | -2.0 | -3 | -1.1 | -4.7 | 1
COC(C(=O)Nc1ccc(S(=O)(=O)Nc2c(C)cccc2C)cc1)c1ccccc1 (stereo unspecified) | -3 | -7 | -14 | -0.3 | 8.0 | -6 | 15 | -1.4 | 13
Cc1cc(C(=O)Nc2ccccc2N2CCOCC2)c2ccccc2n1 | 0 | 9 | -21 | -3.2 | -1.9 | -1 | -0.5 | -1.1 | -10
CC1(C)CC(=O)C=C(Nc2ccc(Cl)cc2)C1 | -10 | 7 | -6 | -6.0 | -0.1 | -2 | 0.3 | -2.6 | 3
COc1ccccc1C(C(=O)NC1CCCC1)N(C(=O)c1csnn1)C1CC1 (stereo unspecified) | -8 | -9 | -23 | 0.2 | -0.3 | 15 | 0.6 | -1.0 | -13
O=C(CCc1nc(-c2ccccc2F)no1)Nc1cccnc1 | -2 | 33 | -6 | -1.9 | 1.6 | 2 | 6.9 | 0.5 | -9

Not a retest: an excerpt of the list.
SMILES | GalR3 antagonist | PHOSPHO1 inh | DNA FID counter | IMP-1 inhibitor | OXTR agonist | HCV NS3 hel inh | V1R ag counter | VIM-2 inhibitor | GPR7 antagonist
COc1ccccc1C(C(=O)NC1CCCC1)N(C(=O)c1csnn1)C1CC1 (stereo unspecified) | -8 | -9 | -23 | 0.2 | -0.3 | 15 | 0.6 | -1.0 | -13
O=C(CCc1nc(-c2ccccc2F)no1)Nc1cccnc1 | -2 | 33 | -6 | -1.9 | 1.6 | 2 | 6.9 | 0.5 | -9

(more compounds)
SMILES | GalR3 antagonist | PHOSPHO1 inh | DNA FID counter | IMP-1 inhibitor | OXTR agonist | HCV NS3 hel inh | V1R ag counter | VIM-2 inhibitor | GPR7 antagonist
CCCS(=O)(=O)c1c(S(=O)(=O)CCC)c2ccc(C(C)=O)cn2c1C(=O)OC | -4 | 28 | -15 | -3.1 | -0.7 | -7 | -0.2 | -3.5 | 10
Cc1ccc(NC(=O)N(CCCN2CCOCC2)Cc2cccnc2)cc1C | 4 | -7 | 1 | -0.9 | -0.3 | -6 | -0.9 | -5.5 | -12
Cc1c(Cc2ccccc2)c(=O)oc2c(C)c(OC(C)C(=O)NCC3CCC(C(=O)O)CC3)ccc12 (stereo unspecified) | -2 | 34 | -43 | -7.2 | 0.0 | 19 | 0.3 | -2.1 | -2
CCCCN(C(=O)Cn1nnc2ccccc21)C(C(=O)NCc1ccco1)c1ccncc1 (stereo unspecified) | -4 | 30 | -5 | -4.1 | 0.5 | 3 | 0.7 | -2.5 | -7
CCOC(=O)c1ccc(OS(=O)(=O)c2ccccc2)c(OC)c1 | 2 | 25 | -10 | -1.5 | -1.9 | -11 | 1.1 | -3.5 | 4
Cc1csc(SCC(=O)c2c(N)n(CC(C)C)c(=O)n(C)c2=O)n1 | -1 | -4 | -2 | -0.8 | 7.0 | -7 | 4.6 | -4.2 | 12
O=Cc1ccc(-n2cccn2)cc1 | -2 | 49 | 1 | 0.1 | -0.5 | -8 | 0.7 | -1.6 | -8
Cc1nnc(SCC(=O)Nc2ccc3c(c2)OCO3)[nH]c1=O | -2 | -13 | 4 | -2.3 | 1.1 | -13 | 0.9 | -2.0 | -3
CCS(=O)(=O)N1CCCC(C(=O)c2ccc(OC)cc2C)C1 (stereo unspecified) | -1 | 34 | -8 | -3.8 | -0.1 | -6 | -0.8 | -3.2 | 15
Cc1ccc(C(=O)/C=C\Nc2ccc(C)c(C)c2)cc1 | -2 | -11 | -7 | -2.7 | -1.9 | -7 | -0.2 | -2.5 | -12
Cc1coc2c(C)c3oc(=O)cc(-c4ccccc4)c3cc12 | -3 | x | -1 | 0.0 | -1.5 | 4 | 0.7 | 0.2 | -1
COc1ccc(-c2nn3c(COc4ccccc4)nnc3s2)cc1OC | -3 | 41 | -10 | -3.1 | -0.6 | -4 | -0.2 | 0.0 | -6
O=C(CSc1cccc(C(F)(F)F)c1)Nc1cc(S(=O)(=O)N2CCCC2)ccc1Cl | -3 | 0 | -22 | -1.2 | -0.3 | 11 | 0.9 | -3.5 | -11
O=C(NCCCCNC(=O)c1c(F)c(F)c(F)c(F)c1F)c1c(F)c(F)c(F)c(F)c1F | -3 | 14 | 2 | 0.5 | 1.3 | 4 | -0.4 | -1.0 | -6
COc1ccc2c(c1)-c1nc(/N=C/c3ccc(O)c(OC)c3)sc1CC2 | x | 13 | 0 | -0.7 | -0.9 | 4 | -0.4 | -1.4 | -9
CC(=O)NC(CC(=O)NC(C)c1ccc(Cl)cc1Cl)c1ccccc1 (stereo unspecified) | -4 | -14 | -13 | -0.8 | 1.9 | -6 | 1.6 | 1.1 | 10
COc1ccccc1C(O)c1nccn1C (stereo unspecified) | 0 | 30 | -2 | -1.3 | 0.5 | 4 | 0.6 | -0.5 | -21
Cc1cccc(NS(=O)(=O)c2cc(Cl)ccc2Cl)n1 | -3 | 34 | -10 | 4.7* | 0.6 | 5 | 1.4 | 0.4 | 7
COc1ccc(C(=O)Nc2ccnn2C2CCN(CCC(C)c3ccc(C)o3)CC2)cc1 (stereo unspecified) | -1 | 38 | 6 | -2.5 | -0.7 | -23 | -0.3 | -3.5 | -12
O=C(Cn1ccnc1)c1ccc(Cl)cc1 | -7 | 39 | -3 | -4.7 | 0.0 | 13 | 0.4 | -4.7 | 2
COc1ccccc1-c1c(C)oc2c(CN3CCCC(C)C3)c(O)ccc2c1=O (stereo unspecified) | -9 | 32 | -8 | -1.7 | x | 1 | x | -3.9 | 2
COC(=O)c1c(NC(=S)NNC(=O)c2ccc(Cl)s2)sc(C(=O)N(C)C)c1C | -1 | -7 | -46 | -3.3 | -0.6 | -2 | -0.2 | -6.4 | -17
COc1ccc(OCC(O)CN2C(=O)c3ccccc3S2(=O)=O)cc1 (stereo unspecified) | 1 | -7 | -13 | 1.2 | 0.7 | 3 | 0.2 | 0.9 | -5
O=C1CC(N2CCN(c3ccccc3F)CC2)C(=O)N1c1ccc(F)cc1 (stereo unspecified) | -4 | x | -1 | -3.2 | 1.6 | 0 | 0.1 | -2.4 | -12
O=C(Nc1ccc(S(=O)(=O)N2CCOCC2)cc1)c1ccccc1F | -11 | 29 | -4 | -2.0 | 1.4 | 2 | 1.5 | 0.2 | -3
CN(C)c1ccc(-c2nc3cnccn3c2Nc2ccc3c(c2)OCCO3)cc1 | -9 | 23 | -16 | -6.0 | -1.7 | -11 | -0.3 | -2.5 | 12

Compound activity as filed in PubChem.
